GRK2 aptamer HTS – human GRK2 inhibition via aptamer displacement | AID 488847 | 330,000 compounds, 0.59% hits | bead flow cytometry, FAM-aptamer displacement from GRK2 | P25098 | inhibition of aptamer binding, % at 10 µM;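 active = inhibition of aptamer binding above 40%, roughly 3 SD of noise, on plates passing a quality check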;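 note: median bead fluorescence of bound FAM aptamer so fluorescent compounds give negative values; no value below 0 was filed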
HCV core dimer – blocks dimerization of HCV core protein; TR-FRET GST/Flag-core106 dimerization, 1536-well; inhibition, % at 5 µM; 300,000 compounds, 0.33% hits; AID 1899;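 active = inhibition above the mean of all tested compounds plus 3 SD, set per screening campaign, cut at about 45% in these data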
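Assay system: tagged HCV core106 pair (GST and Flag); medium: KF-containing HEPES buffer, pH 7.45, DTT, CHAPS, BSA; also added: Eu donor and XL665 acceptor anti-tag antibodies; dosing: 5 µM single dose; timing: compound-protein-antibody incubation 4 h at 22.5 °C; signal: TR-FRET 671 and 617 nm emission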
VLA-4 inh – inhibition in a human VLA-4 binding assay; VLA-4 expressing cells, ligand binding flow cytometry; 330,000 compounds, 0.2% hits; P13612; inhibition, % (about 7 µM as worked out from the volumes in the protocol); in the data active = inhibition above about 50%
Target sequence (P13612 whole entry, looked up): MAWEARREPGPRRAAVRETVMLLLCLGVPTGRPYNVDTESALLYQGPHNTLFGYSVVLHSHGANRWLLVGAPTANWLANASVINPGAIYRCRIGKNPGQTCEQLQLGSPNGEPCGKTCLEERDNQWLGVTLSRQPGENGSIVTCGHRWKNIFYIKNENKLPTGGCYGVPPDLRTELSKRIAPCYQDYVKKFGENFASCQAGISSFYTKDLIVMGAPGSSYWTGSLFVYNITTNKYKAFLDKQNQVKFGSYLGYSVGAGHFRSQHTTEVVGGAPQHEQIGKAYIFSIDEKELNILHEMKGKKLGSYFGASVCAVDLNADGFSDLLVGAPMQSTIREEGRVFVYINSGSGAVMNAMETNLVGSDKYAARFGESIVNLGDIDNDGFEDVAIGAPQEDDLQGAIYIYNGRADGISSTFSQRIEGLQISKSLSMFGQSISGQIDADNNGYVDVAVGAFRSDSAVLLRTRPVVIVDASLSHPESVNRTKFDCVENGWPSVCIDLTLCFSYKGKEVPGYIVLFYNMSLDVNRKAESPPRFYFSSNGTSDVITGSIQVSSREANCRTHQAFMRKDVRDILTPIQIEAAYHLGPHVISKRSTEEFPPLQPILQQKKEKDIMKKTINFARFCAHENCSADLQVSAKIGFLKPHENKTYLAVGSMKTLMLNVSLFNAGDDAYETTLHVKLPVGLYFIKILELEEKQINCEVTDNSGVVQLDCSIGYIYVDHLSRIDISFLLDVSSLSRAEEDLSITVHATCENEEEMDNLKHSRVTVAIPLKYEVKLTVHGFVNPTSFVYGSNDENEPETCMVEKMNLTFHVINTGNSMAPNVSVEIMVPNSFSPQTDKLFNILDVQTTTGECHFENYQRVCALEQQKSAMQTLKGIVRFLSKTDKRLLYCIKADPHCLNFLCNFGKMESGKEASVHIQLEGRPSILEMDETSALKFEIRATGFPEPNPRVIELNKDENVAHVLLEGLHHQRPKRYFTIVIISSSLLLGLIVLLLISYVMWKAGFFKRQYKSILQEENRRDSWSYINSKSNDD
JMJD2C inh – human JMJD2C demethylase inhibition; Q9H3R0; GST-JMJD2C(1-420) H3K9me3 demethylation, DELFIA europium; inhibition, % at 2.35 µM; 330,000 compounds, 0.069% hits;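 active = more than half of a compound's replicate wells show inhibition beyond 50%, single wells judged on their own value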;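 note: signal counts dimethyl H3K9 product captured on neutravidin plate; 0% = median of DMSO wells and 100% = 0.3 times that DMSO median; strong numbers were not always called active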
PP5 primary – PP5 (human) phosphatase inhibition. purified PP5c, OMFP substrate fluorescence. 320,000 compounds, 0.18% hits. P53041. inhibition, % at 6.7 µM;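 active = inhibition above the campaign's mean inhibition across all tested compounds plus 3 SD, cut at about 9.5% in these data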;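 note: 0% = DMSO only and 100% = 100 µM cantharidin control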
procasp7 counter – counter-screen: procaspase-7 (human) activation | P55210 | recombinant procaspase-7, Ac-DEVD-pNA absorbance 405 nm; D23A/D198A/D206A triple mutant, cannot self-cleave; scale: DMSO 0, 5 µM enzyme 100 | activation, % at 8.5 µM | 330,000 compounds, 0.093% hits | AID 463210;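 active = percent activation above the screen-wide mean plus 3 SD, cut at about 25% in these data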
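Assay system: Uncleavable procaspase-7 mutant enzyme | Input: 2 µM procaspase-7 mutant as dispensed | Timing: 1 h compound preincubation, 2 h substrate cleavage, 25 °C | Repeats: One well per compound | Control set: DMSO wells as 0%, DMSO with 5 µM added PC-7 as 100% | Technique: Epi-absorbance of released pNA at 405 nm, two timepoints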
proCasp3 act – activates human procaspase-3 | 330,000 compounds, 0.11% hits | P42574 | activation, % at 8.5 µM | recombinant procaspase-3 D3A, Ac-DEVD-pNA absorbance 405 nm;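 active = activation above the mean of all tested compounds plus 3 SD, cut at about 21% in these data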;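 note: 0% = DMSO alone and 100% = DMSO wells spiked with extra 5 µM PC-3 D3A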
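Assay system: Autoprocessing-dead procaspase-3 D3A mutant enzyme; also added: Ac-DEVD-pNA; doses: one concentration, 8.5 µM nominal, 0.8% DMSO; times: 1 h compound preincubation, 2 h substrate hydrolysis at 25 °C; technique: 405 nm absorbance of p-nitroaniline, reads at 0 and 120 min; measure: % activation between DMSO and enzyme-spiked controls; repeats: single replicate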
CTSL1 counter – blocks F. hepatica cathepsin L1 in PFM18AAP counter-screen | recombinant F. hepatica cathepsin L1, Z-Leu-Arg-MCA fluorescence | inhibition, % at 5.96 µM | 300,000 compounds, 0.49% hits | AID 1906;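 active = inhibition above the mean of all tested compounds plus 3 SD, set per screening campaign, cut at about 17% in these data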;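 note: 0% = plate median of test compound wells and 100% = 1 µM Z-Phe-Ala-diazomethylketone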
PP1 inh – blocks human PP1-alpha phosphatase, a PP5 counter-screen; purified PP1alpha, OMFP fluorescence; inhibition, % at 6.7 µM; 320,000 compounds, 0.9% hits; AID 2235;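 active = inhibition above the mean inhibition of all tested compounds plus 3 SD, computed separately for each screening campaign, cut at about 15% in these data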
Active calls of the source: *; i = inactive; . = not tested or not shown; & = joins results of further samples.

SMILES | GRK2 aptamer HTS | HCV core dimer | VLA-4 inh | JMJD2C inh | PP5 primary | procasp7 counter | proCasp3 act | CTSL1 counter | PP1 inh
c1cncc(COC2CCCN(Cc3nc(-c4cccs4)no3)C2)c1 (stereo not given) | 2 | 4 | 7 | 3 | -0.2 | 1 | -3 | 2 | -3
CCN(CCO)c1ncnc2c1sc1nc(C(C)C)c3c(c12)CC(C)(C)OC3 | 0 | 2 | 46 | 1 | 2.7 | 6 | 10 | 2 | 0
Oc1c(C(c2ccccn2)N2CCOCC2)ccc2cccnc12 (stereo not given) | 2 | -5 | 17 | 0 | 11* | -10 | -3 | -1 | 78*
O=C(CSc1nnc(-c2ccccc2)n1CC1CCCO1)N1CCCC1 (stereo not given) | 1 | 1 | 2 | 5 | 1.5 | 8 | 11 | 5 | -1
CCc1nn(CC(=O)NCCc2ccc(OC)cc2OC)c(=O)c2cc3occc3n12 | 0 | 8 | 1 | 7 | -0.8 | 10 | 6 | -4 | -2
CCC(C)(C)n1nnnc1C(c1ccccc1)N1CCN(C2CCCC2)CC1 (stereo not given) | 0 | 7 | 6 | -2 | 0.4 | -8 | -15 | -2 | -8
COc1ccccc1N1CCN(CC(=O)c2ccc3ccn(C(C)=O)c3c2)CC1 | 0 | 43 | 30 | -16 | 1.9 | 4 | -4 | 3 | 0
CCOc1ccccc1C1CC(=O)Nc2cc3c(cc21)OCO3 (stereo not given) | 3 | 0 | -5 | 13 | 1.5 | 8 | 8 | 0 | 0
COc1ccc(-c2nc(CS(=O)(=O)CC(=O)NCCc3cc(OC)ccc3OC)c(C)o2)cc1 | 1 | -3 | 12 | 11 | 1.5 | 0 | 3 | -1 | 1
COCC(C)n1c(SCC(=O)N2CC(=O)Nc3ccccc32)nc2ccccc2c1=O (stereo not given) | 2 | . | -29 | 3 | 0.2 | 9 | 10 | . | 7
CCN(C(=O)CSc1nnc(-c2ccncc2)n1Cc1ccccc1)C1CCS(=O)(=O)C1 (stereo not given) | 0 | 2 | 8 | -6 | -3.6 | 5 | -1 | -1 | -2
Cn1c(SCC(=O)N2c3ccccc3Sc3ccccc32)nc2ccccc21 | 0 | 21 | 0 | -4 | 1.2 | 1 | -4 | -1 | 10
CC(C)(C)C(=O)NCCN1C(=O)S/C(=C\c2ccc([N+](=O)[O-])cc2)C1=O | 0 | 3 | -3 | 2 | 2.1 | -10 | -9 | -2 | -3
COc1ccc(/C=C/CN2CCCC(C(=O)c3ccc(OC)c(F)c3)C2)cc1 (stereo not given) | 1 | -2 | 14 | -6 | 0.9 | 4 | 7 | -2 | -1
O=c1oc2cc(O)ccc2cc1-c1nc2c(s1)CCc1ccccc1-2 | 19 | 1 | i | 12 | -14 | -6 | -12 | 2 | -22

At a glance, part of the list above.
SMILES | GRK2 aptamer HTS | HCV core dimer | VLA-4 inh | JMJD2C inh | PP5 primary | procasp7 counter | proCasp3 act | CTSL1 counter | PP1 inh
c1cncc(COC2CCCN(Cc3nc(-c4cccs4)no3)C2)c1 (stereo not given) | 2 | 4 | 7 | 3 | -0.2 | 1 | -3 | 2 | -3
CCN(CCO)c1ncnc2c1sc1nc(C(C)C)c3c(c12)CC(C)(C)OC3 | 0 | 2 | 46 | 1 | 2.7 | 6 | 10 | 2 | 0
Oc1c(C(c2ccccn2)N2CCOCC2)ccc2cccnc12 (stereo not given) | 2 | -5 | 17 | 0 | 11* | -10 | -3 | -1 | 78*
O=C(CSc1nnc(-c2ccccc2)n1CC1CCCO1)N1CCCC1 (stereo not given) | 1 | 1 | 2 | 5 | 1.5 | 8 | 11 | 5 | -1
CCc1nn(CC(=O)NCCc2ccc(OC)cc2OC)c(=O)c2cc3occc3n12 | 0 | 8 | 1 | 7 | -0.8 | 10 | 6 | -4 | -2

Next section:
SMILES | GRK2 aptamer HTS | HCV core dimer | VLA-4 inh | JMJD2C inh | PP5 primary | procasp7 counter | proCasp3 act | CTSL1 counter | PP1 inh
O=C(CSc1nc2c(c(=O)n1-c1ccc(Cl)cc1)SCC2)NCc1ccco1 | 1 | 21 | 6 | 7 | 2.2 | -4 | -1 | -3 | 3
O=C(CN1C(=O)CCC1=O)Nc1nc(-c2nc3ccccc3s2)cs1 | 3 | -8 | 10 | 0 | 0.1 | 6 | -4 | 0 | -2
CN(C)S(=O)(=O)c1ccc2c(c1)c(=O)c(C(=O)N1CCN(c3ccccn3)CC1)cn2C | 0 | -1 | -6 | 4 | -1.2 | 7 | 3 | 1 | -4
O=C(O)CC1Sc2nnc(COc3ccc(Cl)cc3)n2N=C1c1ccccc1 (stereo not given) | 1 | 4 | 6 | 9 | 5.0 | -13 | 6 | 5 | 3
COc1cc(C(=O)Nc2ccccc2N2CCCCC2)cc(OC)c1OC | 1 | 10 | -2 | -13 | 0.4 | -9 | 9 | 2 | 2
COc1cccc(NC(=O)Nc2nccc(C)n2)c1 | 1 | 2 | -12 | -1 | 0.9 | 2 | 4 | 0 | 0
CCc1nnc(NC(=O)CSc2nnc(-c3cccnc3)n2CC)s1 | 2 | -6 | -6 | 9 | -0.5 | 4 | -3 | 0 | -3
CCN(CC)CCNC(=O)c1cc2cc3ccc(OC)cc3nc2o1 | 3 | 0 | 11 | 1 | 1.9 | -3 | 3 | -1 | -2
COc1ccc(C(CNC(=O)Cc2ccccc2Cl)N2CCCCC2)cc1 (stereo not given) | 3 | 2 | 0 | 11 | 1.2 | -2 | -4 | -2 | 0
O=C(CCC(=O)N1CCN(c2ccccc2F)CC1)c1ccc(F)cc1 | 2 | -4 | 18 | 4 | -0.4 | 12 | 3 | -1 | 0
Cc1cccc(C)c1-n1c(SCC(=O)NCc2ccco2)nc2ccccc2c1=O | 0 | 5 | 4 | -1 | 0.0 | 7 | -8 | 1 | -2
O=c1cnnc(Nc2ccc(F)cc2)[nH]1 | 0 | -2 | -2 | 17 | -10.0 | -7 | 4 | 9 | -2
Cc1cccc(OCc2nnc(SCC(=O)Nc3ncc(C)s3)o2)c1 | 1 | 3 | 1 | 1 | 0.2 | 4 | 1 | -6 | 1
COc1cccc(NC(=O)Nc2cc(C(=O)NC(C)C)ccc2N2CC3CC(C2)c2cccc(=O)n2C3)c1 (stereo not given) | 0 | 11 | 1 | 7 | -1.6 | 5 | 2 | -2 | -1
CCOC(=O)c1ccc(CNC(=O)Cn2nnc(-c3ccc(C)cc3)n2)o1 | 6 | 1 | 0 | -3 | 2.7 | 14 | 11 | 4 | -2

One compound at a time, as listed above.
`O=C(CSc1nc2c(c(=O)n1-c1ccc(Cl)cc1)SCC2)NCc1ccco1` across the screens: GRK2 aptamer HTS: 1; HCV core dimer: 21; VLA-4 inh: 6; JMJD2C inh: 7; PP5 primary: 2.2; procasp7 counter: -4; proCasp3 act: -1; CTSL1 counter: -3; PP1 inh: 3
`COc1cc(C(=O)Nc2ccccc2N2CCCCC2)cc(OC)c1OC` across the screens: GRK2 aptamer HTS: 1; HCV core dimer: 10; VLA-4 inh: -2; JMJD2C inh: -13; PP5 primary: 0.4; procasp7 counter: -9; proCasp3 act: 9; CTSL1 counter: 2; PP1 inh: 2
`O=C(CCC(=O)N1CCN(c2ccccc2F)CC1)c1ccc(F)cc1` across the screens: GRK2 aptamer HTS: 2; HCV core dimer: -4; VLA-4 inh: 18; JMJD2C inh: 4; PP5 primary: -0.4; procasp7 counter: 12; proCasp3 act: 3; CTSL1 counter: -1; PP1 inh: 0

Further records follow.
SMILES | GRK2 aptamer HTS | HCV core dimer | VLA-4 inh | JMJD2C inh | PP5 primary | procasp7 counter | proCasp3 act | CTSL1 counter | PP1 inh
O=C(O)c1ccc(CNCc2cccc(Cl)c2Cl)cc1 | 3 | -2 | 6 | 1 | 1.8 | 12 | 1 | 0 | -1
COC(=O)Cc1ccc(OC(=O)c2cccc(S(=O)(=O)N3CCN(C)CC3)c2)cc1 | 3 | -3 | 0 | -3 | -2.5 | 22 | -5 | 0 | -4
CC(=O)N1CCN(C(=S)NC(=O)C23CC4CC(CC(C4)C2)C3)CC1 | 0 | 1 | 3 | 8 | 1.6 | 3 | 2 | -2 | -4
CCC1(CC)NC(=O)N(CC(=O)Nc2ccc(C)cc2C)C1=O | 0 | . | 2 | . | . | 17 | 9 | . | .
NC(=O)c1ccc(NC(=O)CSc2cn(CC(=O)N3CCOCC3)c3ccccc23)cc1 | 2 | -2 | 7 | -2 | 0.9 | 8 | 11 | -1 | -2
CC(C)OCCCN1C(=O)c2[nH]nc(-c3ccccc3O)c2C1c1cccc(Cl)c1 (stereo not given) | 1 | 20 | 26 | 17&-5 | 3.8 | 8 | -2 | 6 | 9
COc1ccc(NC(=O)CSc2nnnn2C2CC3C=CC2C3)cc1 (stereo not given) | 0 | 8 | 20 | 12 | -1.6 | 7 | 3 | -1 | -3
CCn1c(-c2ccccc2)ccc(C#N)c1=O | 0 | 0 | 6 | -7 | -0.1 | -11 | -5 | 3 | 0
CC(C)NC(=O)N(C)C[C@H]1Oc2c(NC(=O)C3CC3)cccc2C(=O)N([C@H](C)CO)C[C@@H]1C | 2 | . | 9 | 1 | . | 1 | 13 | . | .
CCN(CC)Cc1nc2c(c(=O)[nH]1)C1(CCCCC1)Cc1ccccc1-2 | 1 | 3 | 35 | 3 | 2.8 | 6 | 2 | -1 | -2
CC1=C(C)[N+](=O)C2CCCCC2N1[O-] (stereo not given) | 3 | -2 | -8 | -4 | -2.2 | 0 | 0 | 1 | -2
Cc1ccc2c(c1)cc(CN(Cc1ccc3c(c1)OCO3)C(=O)c1cnccn1)c1nnnn12 | 3 | 3 | 2 | 14 | 3.8 | 10 | 14 | -2 | -3
COc1ccc(CCNC(=O)c2nnn(CC(=O)Nc3ccc(C)cc3C)c2N)cc1OC | 0 | -12 | -9 | 2 | -7.4 | 0 | -6 | 8 | -7
O=C(CCc1ccc(CCC(=O)c2cccs2)s1)c1cccs1 | 0 | 5 | 7 | 0 | 0.1 | -38 | -2 | 0 | 3
CCCCn1c(C)cc(/C=C(\C#N)C(=O)O)c1C | 3 | -1 | -11 | -13 | -5.8 | 4 | 5 | 0 | 3
COc1ccccc1C1OC(c2cccc([N+](=O)[O-])c2)=NN1C(C)=O (stereo not given) | 0 | -3 | 4 | 6 | 0.2 | 4 | -3 | -8 | -6
COCCNC(=O)C1CC(=O)N(CCc2ccccc2)C1 (stereo not given) | 1 | -2 | 3 | 5 | 2.3 | 10 | 4 | -3 | -1
NC(=O)CC(NC(=O)Cc1ccc(Cl)cc1)c1ccc(NCc2ccccc2)c([N+](=O)[O-])c1 (stereo not given) | 5 | 6 | 14 | -2 | 1.4 | 4 | 7 | -1 | 6
Cc1ccc(/C=C2/SC(=S)N(C3CCCCC3)C2=O)o1 | 0 | 68* | -36 | 29 | -1.0 | -19 | -13 | 9 | 3
COc1cccc(/C=C2\C(=O)N(c3cccc(C)c3)C(=O)c3ccccc32)c1 | 0 | 6 | -4 | -9 | 1.9 | -5 | 2 | -5 | -1
Cc1ccc2c(c1)C(=O)N1[C@H]3c4ccccc4OC[C@@H]3[C@H](c3ccccc3)[C@]1(C)C(=O)N2 | 93* | . | 10 | -69 | . | 8 | 1 | . | .

Rows were taken by chance. Share with any hit: about 2.6%.
